# Compound activity: PubChem BioAssay, several laboratories
# LAP4 TOR yeast: alters LAP4-GFP fluorescence in TOR pathway yeast screen. S. cerevisiae LAP4-GFP multiplex, flow cytometry GFP, 3 h; median GFP as percent of DMSO wells. GFP response vs DMSO, % at 10 µM. 320,000 tested, 0.34% active;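 active = GFP response vs DMSO above a set limit, about the screen mean plus 3 SD, cut at about 150% in these data; inconclusive = under 70 cell events counted for the yeast strain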
# EBNA-1 inh: blocks EBNA-1 binding to DNA | inhibition, % at 14.8 µM | EBNA-1 DNA binding, fluorescence polarization | AID 1950 | 300,000 tested, 0.34% active; in the data active = inhibition above about 28%
# RPL19A-GFP yeast: modulators of TOR pathway RPL19A-GFP in S. cerevisiae | 330,000 tested, 0.3% active | percent response vs DMSO, % at 10 µM | S. cerevisiae RPL19A-GFP strain, flow cytometry, 3 h; hits give low values;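 active = percent response vs DMSO below 50%; inconclusive = fewer than 70 events counted for the yeast strain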;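 note: median channel GFP fluorescence of the barcoded RPL19A-GFP strain; ratio of sample median GFP to plate DMSO average so 100% = DMSO; lower means less RPL19A-GFP as with rapamycin TOR inhibition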
# procasp3 activ: activators of human procaspase-3. P42574. recombinant procaspase-3 D3A, Ac-DEVD-pNA absorbance 405 nm. activation, % at 8.5 µM. 330,000 tested, 0.11% active;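 active = activation above the mean of all tested compounds plus 3 SD, cut at about 21% in these data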;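 note: 0% = DMSO alone and 100% = DMSO wells spiked with extra 5 µM PC-3 D3A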
#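 Assay system – Procaspase-3 D3A mutant · Benchmarks – DMSO low control, extra-enzyme high control · Technique – 405 nm absorbance of p-nitroaniline, reads at 0 and 120 min · Doses – 8.5 µM nominal · Measure – % activation between DMSO and enzyme-spiked controls · Also added – Ac-DEVD-pNA chromogenic peptide substrate · Schedule – 1 h compound preincubation, 2 h substrate hydrolysis at 25 °C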
# ZTA counter: blocks Epstein-Barr virus ZTA, an EBNA-1 counter-screen; P03206; ZTA-DNA binding, fluorescence polarization; inhibition, % at 11 µM; 320,000 tested, 0.15% active; in the data active = inhibition above about 33%
# AHR act: activators of human aryl hydrocarbon receptor | P35869 | AHR-responsive luciferase reporter cells, luminescence | activation, % at 5 µM | 320,000 tested, 2.5% active; in the data active = activation above about 47%;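 note: 0% = vehicle wells and 100% = reference agonist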
# procasp7 counter: counter-screen for procaspase-3 activators: activators of human procaspase-7; P55210; recombinant procaspase-7, Ac-DEVD-pNA absorbance 405 nm; D23A/D198A/D206A triple mutant, cannot self-cleave; scale: DMSO 0, 5 µM enzyme 100; activation, % at 8.5 µM; 330,000 tested, 0.093% active;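 active = percent activation above the screen-wide mean plus 3 SD, cut at about 25% in these data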
#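 System: Uncleavable procaspase-7 mutant enzyme; Amount: 2 µM procaspase-7 mutant as dispensed; Schedule: 1 h compound preincubation, 2 h substrate cleavage, 25 °C; Measured by: 405 nm absorbance of p-nitroaniline; Evaluation: percent activation from buffer-corrected 0–120 min absorbance change; Control set: low DMSO alone, high DMSO plus 5 µM PC-7.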
# MEP2 TOR yeast: alters MEP2-GFP fluorescence in TOR pathway yeast screen; S. cerevisiae MEP2-GFP strain, flow cytometry GFP, 3 h; 100% = DMSO control level; GFP response vs DMSO, % at 10 µM; 330,000 tested, 0.51% active; AID 2016;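 active = GFP response versus DMSO above a set limit, roughly screen mean plus 3 SD, cut at about 180% in these data; inconclusive = fewer than 70 cells counted for a yeast strain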;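 note: median GFP fluorescence of the barcode-gated MEP2-GFP cells per well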
# * hit, by the source's call; u = inconclusive; x = not tested or not shown; [ ] = remark or other dose.
SMILES,LAP4 TOR yeast,EBNA-1 inh,RPL19A-GFP yeast,procasp3 activ,ZTA counter,AHR act,procasp7 counter,MEP2 TOR yeast
Cc1ccc(NC2=NC3(CCCC3)N=C(N)N2)c(C)c1,92,0,100,-6,-4,17,7,96
COc1ccc(N=C2C(=O)Nc3c(C)cccc32)cc1,100,-2,102,6,6,6,12,101
COc1ccc(S(=O)(=O)n2nc(OC(=O)c3cccs3)cc2N)cc1,99,11,97,-20,0,1,-26,96
Cc1cc(NC(=O)CSc2nc3ccccc3n2CC(=O)N2CC(C)CC(C)C2)no1 (stereo not given),83[may fluoresce red],7,u,6,-9,3,-5,78[may fluoresce red]
CCCc1ccc2oc(C(=O)N3CCC(C(N)=O)(N4CCCCC4)CC3)c(C)c2c1,95,0,98,1,16,1,-2,100
COc1ccc(NC(=O)CSc2nc3cccnc3n2C)cc1,101,-24,99,-7,0,1,3,100
O=S(=O)(NCCc1ccccc1)c1ccc(Cl)nc1,97,3,106,-2,-13,0,0,106
Oc1[nH]c2ccccc2c1C=Nc1ccccc1,106,-5,99,-5,5,22,2,102
CCN1CCC(=NNC(=O)CC23CC4CC(CC(C4)C2)C3)CC1,94,4,100,-6,-4,7,6,106
Cc1c(C(=O)N2CCCCC2)c(S(=O)(=O)N(C)Cc2ccccc2)c(C)n1C,102,2,101,9,-8,3,-3,96
O=C(O)c1c2c(nc3ccc(S(=O)(=O)N4CCC(C(=O)NC5CCCCCC5)CC4)cc13)CCCC2,89,7,97,4,-1,1,-6,102
COC(=O)c1c(NC(=S)Nc2ccc(F)cc2[N+](=O)[O-])sc2c1CCCCC2,101,-16,96,-16,-12,7,-13,104
COC(=O)c1[nH]c2ccccc2c1CN1CCOCC1,77,-7,91,7,-6,10,4,89
O=C(O)Cc1ccc2sc(-c3ccccc3)nc2c1,113,-5,88,-4,-1,23,5,92
Cc1cnc(C(=O)OCC(=O)Nc2ccc(C)c(S(=O)(=O)N(C)C)c2)cn1,105,-8,98,5,6,2,5,104
COc1cccc(NC(=O)NC2(C(=O)N3CCC(O)CC3)CCCCC2)c1,106,-2,107,1,0,0,5,105
CN(CC(=O)Nc1ccccc1Cl)C(=O)COC(=O)C1CC1,96,3,86,4,5,-1,4,82
CS(=O)(=O)N(CC(=O)Nc1ccc(F)cc1)C1CCCCC1,88,-11,94,1,6,0,5,96
COc1cc(OC)cc(C(=O)N2CCCC(Nc3ccc(F)cc3)C2)c1 (stereo not given),96,-6,105,-6,16,11,-10,100
CCOC(=O)c1c(C)[nH]c(C)c1S(=O)(=O)N1CCC(c2ccccc2)C1 (stereo not given),91,-10,95,-2,2,6,5,103
CC1C(C)C(O)(c2ccccc2)CCN1C (stereo not given),91,-2,98,6,-5,2,-1,100
Cc1ccc(Sc2nc([N+](=O)[O-])nn2C)cc1,101,-1,103,-1,-6,-2,2,103
NC1=NC2(CCCCC2)N=C(Nc2ccc(Br)cc2)N1,x,-3,x,-2,-5,72*,11,x
Cc1cc(C)cc(N(C(C)C(=O)N2CCCCC2)S(C)(=O)=O)c1 (stereo not given),101,-10,99,-6,0,0,3,100
O=C(C(Cc1ccccc1)n1cccc1)N1CCCCC1 (stereo not given),98,-3,98,-9,22,-2,1,96

# Additional results.
SMILES,LAP4 TOR yeast,EBNA-1 inh,RPL19A-GFP yeast,procasp3 activ,ZTA counter,AHR act,procasp7 counter,MEP2 TOR yeast
Cc1nc2c(-c3ccc(Cl)cc3)cnn2c(N)c1-c1ccc(F)cc1,93,-1,107,7,-2,15,-8,112
COc1ccc(NC(=O)c2ccccc2Sc2ccc(NC(C)=O)nc2)cc1,100,-14,101,4,-1,0,-11,102
FC(F)(F)c1ccc2nnc(-c3c(Cl)cccc3Cl)n2c1,97,-2,100,0,3,2,9,98
CCn1c(=NC(=O)c2ccc(S(=O)(=O)N3CCOCC3)cc2)sc2cccc(OC)c21,84,6,97,12,0,0,1,96
c1ccc(C(c2ccccc2)c2noc(CN3CCC(c4ccncc4)CC3)n2)cc1,96,-8,98,-8,-6,7,6,99
CCSc1nnc(NC(NC(=O)c2ccco2)(C(F)(F)F)C(F)(F)F)s1,106,0,101,0,6,1,9,107
O=C(COC(=O)c1cccc(O)c1)Nc1nnc(-c2ccccc2)o1,104,4,103,10,-4,-1,3,96
CCCNC(=O)CSC1=N/C(=C/c2ccc(F)cc2)C(=O)N1CC,103,7,101,-2,1,7,3,117
COCCN(C(=O)/C=C/c1ccccc1)c1c(N)n(Cc2ccccc2)c(=O)[nH]c1=O,93,-9,99,5,-18,1,7,98
CC(c1nnnn1C1CCCCC1)N(Cc1ccccc1)Cc1cccnc1 (stereo not given),93,0,97,14,9,-1,1,96
C#CCCC(=O)c1ccccc1/C=[N+](\[O-])c1ccccc1,104,x,103,6,-13,35,4,103
COc1ccccc1NS(=O)(=O)c1ccc(C(N)=O)cc1,106,-19,105,1,20,0,-5,104
COc1ccc(C2=CC(=O)CCC2)cc1,x,-4,x,1,3,1,7,x
CC(=O)N1c2ccccc2C(C)=CC1(C)C,104,5,101,-1,-12,-2,1,101
CCOc1ccc(C(=S)N2CCCC2)c(OCC)c1,101,0,99,-11,-7,1,-14,107
CCCCOc1ccc(-c2nnn(CC(=O)NCc3ccco3)n2)cc1,97,-14,94,-6,2,3,1,104
C#CCOCCOCCOCCNc1nc(N2CCN(C(=O)[C@H]([C@@H](C)CC)n3cc(CCCN=C(N)N)nn3)CC2)nc(N2CCN(C(=O)[C@H](C)n3cc(CCCN=C(N)N)nn3)CC2)n1,x,-9,x,9,-2,1,-4,x
CSCCC(NC(=O)c1ccco1)C(=O)NCCc1ccc(F)cc1 (stereo not given),103,x,97,-5,-14,11,-7,102
O=C(CCN1CCCCC1)Nc1cccc(Cl)c1,98,-2,100,-11,0,3,0,116
CC(=O)N(Cc1ccccc1C)c1cccc(C)c1C,85,4,86,-3,8,-3,-6,97
Cc1cc2ncn(S(=O)(=O)c3ccc(S(=O)(=O)N4CCCCCC4)cc3)c2cc1C,99,2,96,-5,5,-1,1,97
CCCCn1c(-c2ccc(C(C)(C)C)cc2)nc2cc3[nH]c(=O)c(C(C)C)nc3cc21,143,4,102,11,-22,10,4,100
Cc1cc(C)nc(NC(=O)c2ccc(C)c([N+](=O)[O-])c2)n1,110,-12,106,-5,0,72*,-1,140
CCN1C(=O)CC(N2CCN(c3cccc(OC)c3)CC2)C1=O (stereo not given),84,-5,94,1,-18,1,9,95
COc1ccc(-n2ccnc2CN2CCCC(CO)(Cc3cccc(OC)c3)C2)cc1 (stereo not given),94,7,100,10,-4,10,6,104

# Reprinted from the part before: two entries, then new ones.
SMILES,LAP4 TOR yeast,EBNA-1 inh,RPL19A-GFP yeast,procasp3 activ,ZTA counter,AHR act,procasp7 counter,MEP2 TOR yeast
CCN1C(=O)CC(N2CCN(c3cccc(OC)c3)CC2)C1=O (stereo not given),84,-5,94,1,-18,1,9,95
COc1ccc(-n2ccnc2CN2CCCC(CO)(Cc3cccc(OC)c3)C2)cc1 (stereo not given),94,7,100,10,-4,10,6,104
COc1ccc(S(=O)(=O)N2CCOC23CCN(S(=O)(=O)c2ccc(Cl)cc2)CC3)cc1,100,3,96,-4,12,-1,7,101
O=C(Nc1ccccn1)C12CC3CC(CC(C3)C1)C2,100,3,99,-3,9,-1,6,103
O=C(C1CCC(CNS(=O)(=O)c2cccs2)CC1)N1CCN(c2ccc(Cl)cc2)CC1 (stereo not given),103,14,103,3,8,0,4,109
Nc1nonc1-n1nnc(C(=O)N/N=C/c2ccc(Br)cc2)c1CSC1=NCCS1,91,1,101,1,-16,-2,1,107
O=C(N/N=C/C1CC=CCC1)c1ccc(Cl)cc1O (stereo not given),94,3,99,-4,-1,11,-6,96
CCOc1cc(/C=N/NC(=O)c2cccnc2)ccc1OCC(=O)N1CCOCC1,92,7,98,-6,-36,9,-3,108
Oc1c(Cl)cc(Cl)cc1CNc1nc2ccccc2[nH]1,98,5,104,-6,22,4,6,102
COC(=O)c1ccccc1OC(=O)c1cc[n+]([O-])cc1,95,-2,105,13,-4,0,12,104
Cc1cc2cc(CNC(=S)Nc3ccc(OC(F)(F)F)cc3)ccc2n1C,95,-7,103,2,8,0,4,90
Cc1nnc(NC(=O)CSc2nc3c(c(=O)n2C)SC(C)C3)s1 (stereo not given),101,8,97,-4,9,12,-3,98
O=C(NCc1cccnc1)c1ccc(Cl)c(Cl)c1,96,-1,93,4,21,23,-2,95
C[C@]12CS(=O)(=O)C[C@H]1SC(=S)N2c1ccccc1,102,4,91,-14,2,2,4,84
Cc1oc(C)c2c(=O)ccc3c(c12)OC(N)=C(C#N)C3c1ccccc1Cl (stereo not given),110,-2,108,-5,-2,4,-1,116
O=C(CCn1c(=S)oc2ccccc21)Nc1ccccc1F,92,-2,103,10,-12,-2,1,105
O=C1CC(NCc2ccco2)C(=O)N1CCc1ccccc1 (stereo not given),94,-9,97,-22,-12,-2,-20,100
CCNC(=O)c1ccccc1NC(=O)C1CC(=O)N(C(C)C)C1 (stereo not given),95,3,107,-12,12,-2,-3,107
CN(C)c1ccc(/C=N/N=C2/SC(CC(=O)O)C(=O)N2c2ccc(O)cc2)cc1 (stereo not given),103,6,97,-5,15,0,1,95
Cc1cccc(NC2=NCC(=O)N2Cc2cccs2)c1,103,0,109,2,-1,4,6,107
COCCN1C(=O)C(O)=C(C(=O)c2cccs2)C1c1ccccc1 (stereo not given),88,-10,102,3,-3,0,-19,100
O=C(Cn1nnc2c(sc3nc4c(c(-c5ccccc5)c32)CCC4)c1=O)c1ccccc1,100,-22,92,3,11,3,-6,106
O=C(CCS(=O)(=O)c1ccccc1Cl)NC1CCCCCC1,93,x,97,5,x,4,7,99
N#CC(C(=O)NCc1ccco1)c1nc2ccccc2nc1N1CCOCC1 (stereo not given),98,-11,89,-3,13,7,-9,99
Cc1n[nH]c(C)c1CCOc1ccc(C(C)C)cc1,105,10,108,-5,-1,-1,-3,102
NS(=O)(=O)c1ccc(-n2nncc2C23CC4CC(CC(C4)C2)C3)cc1,96,-8,98,-7,-9,-9,5,98
Cc1cc(C)c(S(C)(=O)=O)c(Sc2ccc(Cl)cc2)n1,111,-18,108,-9,-7,2,-7,99
O=C(OCC(=O)N1CCN(C(=O)c2ccco2)CC1)c1cc(-c2ccccc2)nc2ccccc12,163*,11,70,10,5,2,5,203*
CC(C)(C)OC(=O)CNC(=O)c1nc[nH]c1C(=O)NCC(=O)OC(C)(C)C,108,12,106,5,13,2,-1,96
O=C(CSc1cccc[n+]1[O-])c1cc2ccccc2o1,155*,-5,91,-4,-5,6,-9,96
O=C(NCc1ccc2c(c1)OCO2)C1Cc2ccccc2CN1C(=O)c1ccco1 (stereo not given),105,2,117,3,4,-1,0,109

# Some of these compounds in order of their number in RPL19A-GFP yeast, low to high.
Molecule	LAP4 TOR yeast	EBNA-1 inh	RPL19A-GFP yeast	procasp3 activ	AHR act	MEP2 TOR yeast
C[C@]12CS(=O)(=O)C[C@H]1SC(=S)N2c1ccccc1	102	4	91	-14	2	84
O=C(NCc1cccnc1)c1ccc(Cl)c(Cl)c1	96	-1	93	4	23	95
CN(C)c1ccc(/C=N/N=C2/SC(CC(=O)O)C(=O)N2c2ccc(O)cc2)cc1 (stereo not given)	103	6	97	-5	0	95
O=C(Nc1ccccn1)C12CC3CC(CC(C3)C1)C2	100	3	99	-3	-1	103
COC(=O)c1ccccc1OC(=O)c1cc[n+]([O-])cc1	95	-2	105	13	0	104
Cc1n[nH]c(C)c1CCOc1ccc(C(C)C)cc1	105	10	108	-5	-1	102
